Compound activity deposited in PubChem by several laboratories.
Efa HMGR inh = inhibitors of E. faecalis class II HMGR, primary screen, biochemical, Enterococcus faecalis; 0.41% of 190,000 active; HMG-CoA reductase (Enterococcus faecalis, mvaE); inhibition, % at 10 µM; purified E. faecalis HMGR, NADPH absorbance 340 nm kinetic;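 active = inhibition above a set limit, the median over all tested compounds plus 3 SD, cut at about 9.5% in these data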;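 note: enzyme runs in reverse so mevalonate oxidation gives rising NADPH absorbance; 0% = complete reaction with DMSO and 100% = background rate lacking mevalonate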
TNAP inh noacc = human TNAP enzyme inhibitors, primary screen, biochemical, luminescent, no phosphate acceptor, uHTS; Alkaline phosphatase, tissue-nonspecific isozyme (Homo sapiens), P05186; purified TNAP, CDP-star luminescence, 30 min; inhibition, % at 20 µM; 0.26% of 200,000 active;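 active = tissue-nonspecific alkaline phosphatase inhibition above about 50% at 20 µM in the single-dose screen, limit read from the data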;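 note: 0% = DMSO negative control and 100% = EDTA positive control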
Target sequence (P05186 whole entry, looked up): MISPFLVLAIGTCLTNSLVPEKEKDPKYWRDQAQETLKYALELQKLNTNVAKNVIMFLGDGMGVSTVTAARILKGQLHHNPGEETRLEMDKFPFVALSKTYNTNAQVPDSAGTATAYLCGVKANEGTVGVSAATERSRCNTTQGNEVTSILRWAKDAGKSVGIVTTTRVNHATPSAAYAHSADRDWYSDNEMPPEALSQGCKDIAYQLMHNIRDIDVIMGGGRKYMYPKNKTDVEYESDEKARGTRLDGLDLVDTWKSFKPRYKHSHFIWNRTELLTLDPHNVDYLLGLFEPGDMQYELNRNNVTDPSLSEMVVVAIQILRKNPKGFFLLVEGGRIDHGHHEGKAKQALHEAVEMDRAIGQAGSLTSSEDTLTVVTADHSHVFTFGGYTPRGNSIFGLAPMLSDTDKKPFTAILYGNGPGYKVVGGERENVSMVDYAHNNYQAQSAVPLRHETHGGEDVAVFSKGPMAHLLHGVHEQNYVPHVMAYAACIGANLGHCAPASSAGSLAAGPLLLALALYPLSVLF
RAM inhibit = inhibitors of the yeast RAM network, primary screen, dse1pr::URA3 reporter, 5-FOA selection | inhibition, % at 50 µM | 1.8% of 190,000 active | AID 868, 2007 | S. cerevisiae dse1pr::URA3 reporter, 5-FOA growth OD615, 2 d; analog-sensitive cbk1-as2 kinase mutant strain;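 active = inhibition above a set limit, 3 SD over mean compound inhibition, cut at about 8.4% in these data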;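 note: 0% = DMSO-only wells with no growth and 100% = 10 µM 1-NA-PP1 full growth; inhibition rescues growth on 5-FOA so higher OD means more RAM inhibition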
S1P3 antag = S1P3 receptor antagonists, primary screen, cell-based; CHO S1P3 NFAT-BLA reporter, FRET fluorescence, antagonist mode; inhibition, % at 4.98 µM; 0.27% of 170,000 active; AID 485, 2006;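 active = inhibition above the plate cutoff, the mean inhibition of test wells on that plate plus 3 SD, cut at about 28% in these data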;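 note: cells challenged with S1P at its EC80 of 0.8 µM; blue over green emission ratio from cleaved BLA substrate after 4 h stimulation; 0% = S1P-stimulated wells and 100% = unstimulated DMSO-only wells; some compounds past the cut are filed as inactive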
Target sequence (Q99500 whole entry, looked up): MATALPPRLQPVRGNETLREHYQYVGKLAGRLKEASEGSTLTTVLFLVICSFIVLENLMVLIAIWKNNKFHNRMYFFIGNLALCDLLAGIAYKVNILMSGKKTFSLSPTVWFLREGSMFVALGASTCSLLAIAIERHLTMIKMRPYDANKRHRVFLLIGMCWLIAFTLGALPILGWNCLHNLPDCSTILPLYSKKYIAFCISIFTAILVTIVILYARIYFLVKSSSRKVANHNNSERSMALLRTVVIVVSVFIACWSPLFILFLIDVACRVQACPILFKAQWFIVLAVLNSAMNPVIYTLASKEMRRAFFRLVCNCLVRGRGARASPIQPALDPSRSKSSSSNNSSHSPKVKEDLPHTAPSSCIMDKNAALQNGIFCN
TNAP inh hi DEA = human TNAP enzyme inhibitors, primary screen, biochemical, luminescent, high phosphate acceptor level, uHTS; Alkaline phosphatase, tissue-nonspecific isozyme (Homo sapiens), P05186; AID 1135, 2008; 0.03% of 200,000 active; purified TNAP, CDP-star luminescence, 1 M DEA; inhibition, % at 20 µM;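 active = over 50% inhibition of tissue-nonspecific alkaline phosphatase at 20 µM in the single-dose screen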;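 note: plate controls were DMSO wells for no effect and EDTA-quenched wells as full inhibition for full effect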
Redox H2O2 prof = compounds producing H2O2 with reducing agent – biochemical, NIH compound library profiling, artefact control for MLSCN library redox annotation, primary screen; DTT-dependent redox cycling H2O2, phenol red/HRP absorbance; 100% = 100 µM peroxide control, 0% = buffer; activation, % at 10 µM; 0.03% of 200,000 active; AID 878, 2007;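 active = activation of at least 50% relative to the plate's high and low controls in the primary single-dose screen; inactive = activation below 50%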;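 note: compound incubated with DTT at 0.8 mM final as the reducing agent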
Lmaj promast = Leishmania major promastigote growth inhibition, primary screen | AID 1063, 2008 | inhibition, % at 10 µM | 9% of 200,000 active | Leishmania major promastigotes, resazurin fluorescence viability; in the data active = inhibition above about 50%;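 note: promastigotes grown with compound for 44 hours at 28 °C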
PMI activator = activators of human PMI, primary screen, biochemical, fluorescence intensity, near-Km mannose 6-phosphate; Mannose-6-phosphate isomerase (Homo sapiens), P34949; purified human PMI, coupled resazurin fluorescence, 20 min; active compounds read high; 1 = vehicle control, 0 substrate-free wells; activation factor at 20 µM; 0.005% of 190,000 active; AID 1214, 2008;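 active = activation factor of 2 or more at 20 µM, relative to plate controls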
PMI act satM6P = human PMI activators, high substrate, primary screen, biochemical, fluorescence intensity, near-saturating mannose 6-phosphate. Mannose-6-phosphate isomerase (Homo sapiens), P34949. coupled PMI enzyme assay, resazurin fluorescence, 20 min; active compounds read high; 1 = untreated enzyme, 0 = substrate-free blank. activation factor at 20 µM. 0.34% of 190,000 active. AID 1216, 2008;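 active = activation factor of 2 or more at 20 µM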
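Test system: Human PMI in coupled enzyme assay | Input: 15 ng/mL PMI | Medium: HEPES-buffered pH 7.4 with magnesium and detergent | Compound: One concentration, 20 µM, in 1% DMSO | Incubation: Enzyme reaction with compound 20 min at room temperature | Detection: Diaphorase-driven resazurin-to-resorufin fluorescence, excitation 544, emission 590 nm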
Hsp70 activator = Hsp70 transcriptional activators, primary screen, cell-based, HeLa, Hsp70 promoter luciferase, luminescence, 10 µM; activation, % at 10 µM; HeLa Hsp70 promoter luciferase reporter; scaled: vehicle 0, proteasome-inhibitor control 100%; 0.04% of 200,000 active; AID 1203, 2008;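 active = activation above the mean across all tested compounds plus 3 SD, cutoff set per campaign, cut at about 5.5% in these data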;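 note: 100% = MG132 at 30 µM as the positive control and 0% = DMSO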
* marks the source's active call; other numbers are inactive results; · = no result given. No enrichment for hits; 12% or so of the library scored in one or more.

SMILES	Efa HMGR inh	TNAP inh noacc	RAM inhibit	S1P3 antag	TNAP inh hi DEA	Redox H2O2 prof	Lmaj promast	PMI activator	PMI act satM6P	Hsp70 activator
COC(=O)c1cc(OC)c(OC)cc1NC(=O)Cc1cccs1	-5	-4	1.4	4	-3	-0.2	15	·	·	-0.1
Cn1c(=O)[nH]c(=O)c2c1nc(Br)n2CC(O)c1ccccc1 (stereo unspecified)	-3	4	0.3	-28	-9	0.7	-1	1.2	1.1	-0.2
CCCc1nc(SCC(=O)N2CCN(c3ccccc3)CC2)c2c(=O)n(C)c(=O)n(C)c2n1	5	-4	3.0	-13	-2	1.3	-1	0.9	0.9	-0.1
CCOC(=O)Cc1c(C)c2c(O)cc(O)cc2oc1=O	-8	-11	1.7	·	-2	0.6	-6	0.6	0.7	-0.2
O=C(O)CCn1c(=O)n(CCC(=O)O)c(=O)n(CCC(=O)O)c1=O	-3	-5	1.0	-23	-4	-0.9	-5	1	1	0.1
O=c1[nH]c(SCc2cccc(F)c2)nc2c1CCCC2	4	-3	1.6	2	-3	0.7	-3	1	0.9	-0.3
CCOC(=O)c1cc2sccc2n1CC(=O)C(C)(C)C	-6	-9	3.5	-1	-6	-0.5	-7	0.9	0.9	-0.2
CCCNC(=S)N1CCN(Cc2ccc3c(c2)OCO3)CC1	-2	-8	0.2	-1	-4	-0.9	8	1	1	-0.4
COc1ccc(-c2cc(C(=O)n3cnc4ccccc43)c3ccccc3n2)cc1	-1	-4	1.7	·	-9	0.1	-1	0.9	0.9	-0.1
CCOC(=O)CN(C(=O)CSc1nnc(COc2ccc(OC)cc2)n1C)c1ccccc1	-3	6	-1.4	12	-3	2.4	-1	1.1	1	0.0
O=C(NCc1ccccc1)C1CC2CCCC(C1)C2=O (stereo unspecified)	-6	-10	1.1	6	-7	0.6	3	0.9	0.9	-0.4
O=C1c2ccccc2C(Nc2ccc3c(c2)OCCO3)N1Cc1ccco1 (stereo unspecified)	4	0	0.6	-38	-5	-0.5	35	0.9	1	-0.3
Cc1c(NC(C)c2cc(Cl)ccc2O)c(=O)n(-c2ccccc2)n1C (stereo unspecified)	-1	-12	-0.6	·	-3	-0.3	-3	0.9	0.9	-0.2
CC(=O)C1=NN(c2ccccc2)C(c2cccs2)N1c1ccc(N(C)C)cc1 (stereo unspecified)	-2	-1	-0.6	·	-2	-13	96*	0.9	1	-0.2
Cc1c(CCOC(=O)C23CC4CC(CC(C4)C2)C3)sc[n+]1Cc1ccccc1	1	-17	0.5	-4	19	0.2	98*	0.9	0.9	-0.2
CCOCCCNC(=O)C1CCN(C(=O)Nc2ccc(C)cc2)CC1	-12	-12	-0.1	4	-1	-0.6	-6	1	1.1	-0.4
CN(CC(=O)NC1CCCCCC1)S(=O)(=O)c1ccc2c(c1)n(C)c(=O)c(=O)n2C	4	-19	-0.3	·	-6	-0.7	-9	1	1	-0.1
O=C(N/N=C1\CC2CC=CC12)c1ccccc1Cl (stereo unspecified)	3	11	-0.4	1	0	0.3	-1	1.1	1.1	0.2
COc1ccc(-n2cc(CNC3CCN(C)CC3)c(-c3cccc(F)c3)n2)cc1	-2	-8	0.1	2	-13	0.9	100*	1.1	1.1	0.4
O=C(N1CCCCCC1)N1CCN(S(=O)(=O)N2CCCCC2)CC1	1	-14	2.2	-9	-6	-0.7	-3	0.9	0.9	-0.4
CCn1cc(C(=O)NC2CCCCC2)c(=O)c2ccc(C)nc21	1	-3	1.8	·	2	0.1	42	1	1	-0.3
c1ccc2c(c1)CCN(C1=Nc3cccc4cccc1c34)C2	1	-16	0.7	8	4	-0.2	69*	0.9	0.4	0.0
Cc1ccsc1C(C(=O)NC1CCCCC1)N(C(=O)c1csnn1)C1CC1 (stereo unspecified)	-7	-13	4.5	-8	-11	1.6	32	0.9	1	0.2
CCOC(=O)c1ccc2nc(C)c(CC)c(Cl)c2c1	-2	2	3.2	-28	-2	-1.1	2	1	1	-0.2
CC(C)CC(NC(N)=O)C(=O)Nc1ccc(Oc2ccccc2)cc1 (stereo unspecified)	2	-5	0.0	-23	-1	0.3	-10	1	0.8	-0.2

Part of the list above, showing only TNAP inh noacc, Redox H2O2 prof and TNAP inh hi DEA.
| smiles | TNAP inh noacc | Redox H2O2 prof | TNAP inh hi DEA |
| --- | --- | --- | --- |
| CCOC(=O)Cc1c(C)c2c(O)cc(O)cc2oc1=O | -11 | 0.6 | -2 |
| O=C(O)CCn1c(=O)n(CCC(=O)O)c(=O)n(CCC(=O)O)c1=O | -5 | -0.9 | -4 |
| O=c1[nH]c(SCc2cccc(F)c2)nc2c1CCCC2 | -3 | 0.7 | -3 |
| CCOC(=O)c1cc2sccc2n1CC(=O)C(C)(C)C | -9 | -0.5 | -6 |

A different layout for part of the listing above:
canonical_smiles | Efa HMGR inh | TNAP inh noacc | RAM inhibit | S1P3 antag | TNAP inh hi DEA | Redox H2O2 prof | Lmaj promast | PMI activator | PMI act satM6P | Hsp70 activator
CN(CC(=O)NC1CCCCCC1)S(=O)(=O)c1ccc2c(c1)n(C)c(=O)c(=O)n2C | 4 | -19 | -0.3 | · | -6 | -0.7 | -9 | 1 | 1 | -0.1
O=c1[nH]c(SCc2cccc(F)c2)nc2c1CCCC2 | 4 | -3 | 1.6 | 2 | -3 | 0.7 | -3 | 1 | 0.9 | -0.3
CC(=O)C1=NN(c2ccccc2)C(c2cccs2)N1c1ccc(N(C)C)cc1 (stereo unspecified) | -2 | -1 | -0.6 | · | -2 | -13 | 96* | 0.9 | 1 | -0.2
Cc1c(NC(C)c2cc(Cl)ccc2O)c(=O)n(-c2ccccc2)n1C (stereo unspecified) | -1 | -12 | -0.6 | · | -3 | -0.3 | -3 | 0.9 | 0.9 | -0.2

Additional compounds:
SMILES	Efa HMGR inh	TNAP inh noacc	RAM inhibit	S1P3 antag	TNAP inh hi DEA	Redox H2O2 prof	Lmaj promast	PMI activator	PMI act satM6P	Hsp70 activator
CCCCn1c(N)c(N(CCOC)C(=O)COc2ccc(Cl)cc2)c(=O)[nH]c1=O	0	-13	1.1	-28	-3	-0.2	-2	1.1	1.1	-0.2
Cc1cc(C(=O)N2CCCC2C(=O)O)c(C)o1 (stereo unspecified)	-2	-5	-0.6	14	-4	-2.8	-4	1	0.9	-0.3
O=[N+]([O-])c1ccc(C(O)CNC(=S)Nc2ccccc2)cc1 (stereo unspecified)	-5	-6	0.8	2	-6	-0.6	3	1	1	-0.1
Cn1cccc1CC(=O)N/N=C/C=C/c1ccccc1	-8	-6	-0.7	6	-2	-0.2	-4	1.1	1	0.1
O=C(O)C1[C@H]2C(=O)N(Cc3cccs3)C[C@]23C=C[C@H]1O3 (stereo partly specified)	-1	-13	0.5	·	-2	0.1	-2	1	1.1	-0.2
CCOc1ccc(N)cc1OC	4	-16	1.8	-12	-2	-0.8	0	1.1	0.5	-0.5
CC(NC(=O)COc1ccccc1)C(=O)OCC(=O)c1cc2ccccc2o1 (stereo unspecified)	-1	-9	5.9	19	-3	2.1	-14	1.1	1	0.1
Cc1ccc(C(=O)NNS(=O)(=O)c2ccccc2[N+](=O)[O-])cc1	1	-11	1.0	·	-4	0.9	-13	1	1.1	0.3
CC(=O)Nc1cccc(C(=O)OCC(=O)c2ccccc2Cl)c1	-4	-2	0.3	-7	-4	-0.5	-10	1.1	1	-0.1
O=c1oc2ccccc2c(NCc2cccc(F)c2)c1[N+](=O)[O-]	-5	-7	0.1	·	2	2.6	-5	0.9	0.9	-0.3
Cc1c(NC(=O)Cn2cnc3c(=O)n(C)c(=O)n(C)c32)cccc1-c1nc2ccccc2o1	·	·	·	7	·	4.1	-5	·	·	-0.2
CCCC(O)(CCN(C)C)c1ccc(OC)cc1 (stereo unspecified)	-3	8	0.1	·	-4	0.0	-1	1	1.1	-0.4
O=C1CC(C(=O)Nc2ccccc2)S/C(=N\N=C\c2ccco2)N1 (stereo unspecified)	-4	5	2.0	-9	0	-0.1	14	0.9	0.9	0.2
Cc1cc2ccccn2c1C(=O)c1ccc(Cl)cc1	-1	-6	1.5	·	-4	0.1	7	0.9	1	-0.1
CCN(CC)CC(O)Cn1c2ccccc2c2ccccc21 (stereo unspecified)	1	0	0.9	11	-4	-2.4	16	0.9	1	0.0
COc1cccc(C(=O)N2CCN(C3CCN(Cc4ccccc4)CC3)CC2)c1	-4	-4	1.6	·	-5	1.1	90*	1	1	-0.2
COc1cccc(CN(C)CC(=O)NNC(=O)c2ccc(Cl)cc2)c1	1	-145	1.5	6	-5	0.7	-5	0.9	1	-0.5
COc1cc(NC(=O)CN2C(=O)NC(C)(c3ccc4ccccc4c3)C2=O)c(C)cc1[N+](=O)[O-] (stereo unspecified)	1	0	7.7	-14	-4	-0.1	30	0.9	0.9	-0.3
O=C(NC1CCCCC1)C(=S)NCc1ccccc1	-5	-148	-0.4	10	-3	0.1	1	0.9	1	-0.4
CCC(=O)N/N=C/c1ccc(-c2ccc([N+](=O)[O-])cc2)o1	-2	0	2.5	-4	3	-1.0	10	0.8	0.9	-0.1
Cc1cc(NC(=O)COC(=O)C(Cc2ccccc2)NC(=O)c2ccco2)no1 (stereo unspecified)	-9	-14	0.1	3	-6	-3.0	2	1	1	-0.3
Cc1ccccc1Cn1c2ccccc2c2cn[nH]c(=O)c21	-4	-8	0.8	-32	-7	1.8	10	1	0.9	-0.2
O=C(Cc1c[nH]c2ccccc12)NC1(C(=O)NC2CCCC2)CCCCC1	1	-10	2.3	-16	-4	-0.6	-6	1.1	1.1	-0.3
O=C(Nc1ccccc1OC(=O)c1ccc(Cl)cc1)c1ccc(Cl)cc1	0	-8	3.1	-7	3	1.2	-10	1.1	1.1	-0.2
Cc1ccc(N=CC2=C(O)CC(c3ccco3)CC2=O)cc1 (stereo unspecified)	0	-4	1.4	·	-7	2.1	-6	1.1	1.1	-0.2
Cc1cc(C(=O)OCc2nnc(-c3ccccc3)o2)c(C)n1-c1ccccc1	-1	-16	7.9	·	-12	-0.5	-2	0.9	0.9	-0.3
